High-throughput results from PubChem BioAssay.
SKKanGAS inh: S. pyogenes SKKanGAS growth inhibitors in kanamycin, primary screen, streptokinase expression inhibitor project, SKKanGAS strain, BacTiter-Glo luminescence | 300,000 tested, 1.3% active | 6 h | inhibition, % at 7.5 µM;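 active = mean replicate score, as percent of positive control median, at least 50; inconclusive = mean below 50 but one replicate at or above 50; inactive = mean and every replicate below 50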;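 note: strain carries kanamycin resistance gene driven by streptokinase promoter and grows in 40 µg/ml kanamycin; loss of luminescence reflects streptokinase promoter inhibition or plain growth inhibition; 0% = median of DMSO wells and 100% = positive control at its reference dose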
RGS4 block: RGS4 inhibitors, primary screen, cell-based, HEK293 M3R inducible RGS4, calcium flux | B-score at 10 µM | AID 463165, 2010 | 310,000 tested, 0.45% active | Regulator of G-protein signaling 4 (Homo sapiens), P49798 | Fluo-4 calcium flux; active compounds read high; triggered by carbachol at its EC20;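 active = B-score, a plate-corrected calcium signal, over three deviations above library mean, with baseline fluorescence within five deviations of library mean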;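 note: RGS4 expression induced by doxycycline in cells with stable M3 receptor; B-score is computed from the integrated fluorescence ratio over baseline after carbachol; higher B-score means a larger calcium signal and so more RGS4 inhibition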
KCNQ1 inh: inhibitors of human KCNQ1 channel, primary screen, cell-based, thallium flux, high-throughput; Potassium voltage-gated channel subfamily KQT member 1 (Homo sapiens), P51787; CHO-K1 KCNQ1, FluxOR thallium flux fluorescence; active compounds read high; B-score at 10 µM; 310,000 tested, 1.3% active; AID 2642, 2010;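 active = compounds whose thallium flux B-score, printed positive for inhibition, exceeds three library SD while starting fluorescence stays within three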;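 note: channel opened by potassium depolarization with thallium stimulus after 20 min compound exposure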
KCNK9 block: KCNK9 potassium channel inhibitors, primary screen, HEK293 cells, thallium flux. Potassium channel subfamily K member 9 (Homo sapiens), Q9NPC2. FluxOR thallium flux fluorescence; active compounds read low. B-score at 10 µM. 310,000 tested, 1.2% active. AID 488922, 2010;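 active = ratio B-score over 3 SD below the library mean, with starting fluorescence within 5 SD of its mean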;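 note: negative B-score means less thallium flux so channel inhibition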
HDAC3 inh: HDAC3 deacetylase inhibitors, primary screen, biochemical, fluorescence, cell-free homogeneous. recombinant HDAC3, fluorogenic peptide/trypsin coupled. inhibition, % at 8.3 µM. 320,000 tested, 0.15% active. AID 2718, 2010; in the data active = inhibition above about 26%, passing the limit was not always enough; inconclusive = no clear call, values can overlap the other calls
KCNQ1 act: potentiators or activators of KCNQ1 channel, primary screen, cell-based, thallium flux, high-throughput. 310,000 tested, 0.35% active. B-score at 10 µM. CHO-K1 KCNQ1, thallium flux FluxOR fluorescence; active compounds read high;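 active = fluorescence ratio B-score, a plate-corrected score, at least three library SD, with initial intensity B-score within 5 SD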
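Medium – assay buffer, equal DMSO in all wells · Material – CHO-K1 cell line with stable KCNQ1 potassium channel expression · Signal – kinetic FluxOR thallium fluorescence, 10-s 1-Hz baseline, 110-s post-stimulus read · Compound – single concentration per compound, DMSO matched to controls · Schedule – 37 °C overnight plating, 90-min dark dye load, 20-min compound pretreatment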
hERG rescue: hERG rescue from dofetilide block, primary screen, cell-based, CHO-hERG, FluxOR thallium flux, dofetilide IC70; AID 1511, 2009; 310,000 tested, 0.51% active; dofetilide IC70 present; activation (rescue from dofetilide block), less the hit threshold, % at 10 µM;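 active = activation above the mean of controls blocked by dofetilide plus 5 SD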;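 note: thallium influx through hERG after potassium depolarization seen as dye fluorescence rise; in these data hits start at about 4.7%; inactives centre near -7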
ANO1 activ: TMEM16A chloride channel activators or potentiators, primary screen, cell-based, HTS | Anoctamin-1 (Mus musculus), Q8BHY3 | HEK293 TMEM16A/YFP-H148Q/I152L, iodide quench fluorescence; active compounds read low | B-score at 10 µM | 340,000 tested, 0.3% active;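 active = fluorescence-ratio B-score plate-corrected deviation score at least 3 library SD below zero, with starting fluorescence score within 5 deviations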;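 note: channel opened by trigger with iodide after compound preincubation; score built on the fluorescence ratio of max minus min over baseline; more negative score means more quench and so TMEM16A activation or potentiation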
Target sequence (Q8BHY3 whole entry, looked up): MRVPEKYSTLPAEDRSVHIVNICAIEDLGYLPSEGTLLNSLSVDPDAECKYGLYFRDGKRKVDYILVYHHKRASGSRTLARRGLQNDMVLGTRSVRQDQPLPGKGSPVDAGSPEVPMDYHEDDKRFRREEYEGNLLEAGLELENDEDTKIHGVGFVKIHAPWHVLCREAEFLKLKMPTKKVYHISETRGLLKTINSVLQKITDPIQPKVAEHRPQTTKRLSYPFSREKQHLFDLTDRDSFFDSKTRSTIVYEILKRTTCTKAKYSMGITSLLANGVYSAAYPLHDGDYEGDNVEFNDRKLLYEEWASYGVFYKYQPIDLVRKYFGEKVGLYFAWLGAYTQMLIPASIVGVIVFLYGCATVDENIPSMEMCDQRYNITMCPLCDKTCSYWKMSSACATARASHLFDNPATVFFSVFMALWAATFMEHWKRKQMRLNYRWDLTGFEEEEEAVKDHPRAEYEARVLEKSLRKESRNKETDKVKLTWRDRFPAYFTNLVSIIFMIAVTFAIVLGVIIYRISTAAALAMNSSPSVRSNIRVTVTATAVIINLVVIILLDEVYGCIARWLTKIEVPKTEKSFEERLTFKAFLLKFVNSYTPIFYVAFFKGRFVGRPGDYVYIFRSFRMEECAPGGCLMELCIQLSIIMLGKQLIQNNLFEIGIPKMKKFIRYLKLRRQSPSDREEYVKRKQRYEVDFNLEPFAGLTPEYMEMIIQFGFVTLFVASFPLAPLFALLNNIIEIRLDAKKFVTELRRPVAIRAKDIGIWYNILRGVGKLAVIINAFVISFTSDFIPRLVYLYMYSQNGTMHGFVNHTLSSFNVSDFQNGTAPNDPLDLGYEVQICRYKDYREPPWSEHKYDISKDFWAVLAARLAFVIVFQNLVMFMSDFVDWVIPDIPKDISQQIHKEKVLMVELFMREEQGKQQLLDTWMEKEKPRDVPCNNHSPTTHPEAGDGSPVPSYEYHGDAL
KCNK3 block: human KCNK3 channel inhibitors, primary screen, CHO cells, FluxOR thallium flux, B-score; 340,000 tested, 0.84% active; FluxOR fluorescence; active compounds read low; B-score at 10 µM;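 active = B-score under library mean minus 4 SD, starting fluorescence ratio at most library mean plus 5 SD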;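 note: more negative B-score means stronger inhibition of thallium flux through KCNK3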
ANO1 block: TMEM16A chloride channel inhibitors, primary screen, cell-based, HTS; Anoctamin-1 (Mus musculus), Q8BHY3; HEK293 TMEM16A/YFP iodide influx fluorescence, ionomycin; 310,000 tested, 1.2% active; normalized B-score (activity score, 25-100; higher = stronger inhibition) at 10 µM;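 active = ratio plate-corrected score three or more library SD toward inhibition, starting fluorescence score within five deviations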;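 note: score derived from kinetic fluorescence span divided by baseline fluorescence per well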
RGS4 pot: RGS4 potentiators or activators, primary screen, cell-based, HEK293 M3R inducible RGS4, calcium flux. AID 463111, 2010. B-score at 10 µM. 310,000 tested, 0.92% active. carbachol calcium flux Fluo4; active compounds read low;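 active = B-score of the integrated calcium signal more than 4 SD below the library mean, with starting fluorescence not abnormally high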;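 note: negative B-score means reduced calcium response which marks RGS4 activation or potentiation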
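Assay system: Inducible-RGS4 HEK293 cells carrying M3 receptor | Schedule: Compound preincubation 20 min at room temperature before agonist | Signal: Kinetic calcium fluorescence imaging with Fluo4-AM dye, 2 µM | Read-out basis: B score from integrated fluorescence ratio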
Active calls of the source: *; i = inactive; ? = inconclusive; . = no result given.

SMILES | SKKanGAS inh | RGS4 block | KCNQ1 inh | KCNK9 block | HDAC3 inh | KCNQ1 act | hERG rescue | ANO1 activ | KCNK3 block | ANO1 block | RGS4 pot
Cc1ccc2c(C)c(C(=O)NCCc3ccco3)oc2c1C | -12 | i | i | i | 6 | i | -11 | i | i | i | i
CC1(C)CC(=O)C2=C(C1)Nc1cc3c(cc1C2c1ccc(F)cc1)OCO3 (configuration not stated) | 4 | i | i | i | -5 | i | -9 | i | i | i | i
O=C(NC1CCN(C(=S)NCc2ccco2)CC1)C1CCCCC1 | -2 | i | i | i | 5 | i | -8 | i | i | i | i
CCN(C(=O)c1ccccc1Cl)c1ccccc1 | 2 | i | i | i | -2 | i | -11 | i | i | i | i
FC(F)(F)c1ccc(CN2CCCCCC2)cc1 | 14 | i | i | i | 6 | i | -6 | i | i | i | i
CCOC(=O)Cc1csc(NC(=O)COc2ccc(N(C)S(=O)(=O)c3ccc(C)cc3)cc2)n1 | 3 | i | i | -6.8* | 0 | i | -14 | i | i | i | i
O=C(CSc1ncccn1)NC(=O)c1ccccc1 | -1 | i | i | i | -6 | i | -4 | i | i | i | i
Cc1cccc(C(=O)N/N=C/c2ccncc2)c1 | -3 | i | i | i | 7 | i | -13 | i | i | i | i
O=C(Nc1nnc(-c2ccc(F)cc2)o1)c1cccc([N+](=O)[O-])c1 | 84* | i | i | i | -6 | i | -6 | i | i | i | i
N#Cc1c(N)nc(SC2CCCCC2=O)c(C#N)c1-c1ccco1 (configuration not stated) | 18 | i | i | i | -2 | i | -5 | i | i | i | i
Oc1ccc(Br)cc1-c1n[nH]c(=S)n1Cc1ccccc1 | 32 | i | i | i | -6 | 11* | 5.9* | i | i | i | i
O=C(Nc1ccccn1)c1ccc2c(c1)OCCO2 | 2 | i | i | i | -6 | i | -5 | i | i | i | i
COC(=O)c1cc(S(=O)(=O)NC2CCN(Cc3ccccc3)CC2)cn1C | 3 | i | i | i | 1 | i | -2 | i | i | i | i
CCc1nnc(NC(=O)c2n[nH]c(=O)c3ccccc23)s1 | 0 | i | i | i | 6 | i | -9 | i | i | i | i
CCN(Cc1ccccc1)C(=O)c1ccc(CNS(=O)(=O)c2ccc(C)cc2)cc1 | -7 | i | i | i | . | i | -8 | i | i | i | i
CC(=O)C1=C(O)C(=O)N(c2ccc(Br)cc2)C1c1ccc([N+](=O)[O-])cc1 (configuration not stated) | 8 | i | i | i | 10 | i | -6 | i | i | i | i
CCN(CC)c1ccc(/C=N/NC(=O)c2c(-c3ccccc3)noc2C)cc1 | 2 | i | i | i | -9 | i | -10 | i | i | i | i
O=C(CC1C(=O)NCCN1Cc1ccoc1)NCc1cccc(OC(F)(F)F)c1 (configuration not stated) | -5 | i | i | i | -6 | i | -10 | i | i | i | i
COc1ccccc1-c1nnc(SCc2nc3ccccc3s2)n1C | -4 | i | i | i | 3 | i | -16 | i | i | i | i
C/C(N=Nc1nc2ccccc2s1)=N\Nc1ccccc1O | 27 | i | i | i | . | i | -16 | i | i | i | i
O=C1Nc2ccccc2C1=Nc1ccc(S(=O)(=O)Nc2nccs2)cc1 | -1 | i | i | i | ? | i | -2 | i | i | i | i
O=C(NNc1ncccc1-n1cccc1)c1ccc(Cl)cc1 | 1 | i | i | i | -10 | i | -5 | i | i | i | i
Cc1ccc(C(=O)Nc2ccc(Nc3ccccc3)cc2)cc1C | 4 | i | i | i | -1 | i | -10 | i | i | i | i
Cc1ccc(C(=O)OCc2cc3ccccc3[nH]c2=O)cc1 | -8 | i | i | i | . | i | -10 | i | i | i | i
CCOC(=O)c1c(C)[nH]c(C(=O)COC(=O)C2CC(=O)N(Cc3ccccc3)C2)c1C (configuration not stated) | -4 | i | i | i | 2 | i | -12 | i | i | i | i

(next part)
SMILES | SKKanGAS inh | RGS4 block | KCNQ1 inh | KCNK9 block | HDAC3 inh | KCNQ1 act | hERG rescue | ANO1 activ | KCNK3 block | ANO1 block | RGS4 pot
CCOc1ccc(Cn2cc(F)c(=O)[nH]c2=O)cc1 | 7 | i | i | i | -6 | i | -1 | i | i | i | i
Cc1ccc(/C(N)=N/OC(=O)CN(C)S(=O)(=O)c2ccc(C)cc2)cc1 | -3 | i | i | i | . | i | -14 | i | i | i | i
C=CCNC(=O)CNS(=O)(=O)c1ccc(F)cc1 | 5 | i | i | i | -4 | i | -5 | i | i | i | i
O=C(O)CSc1ccccc1C(=O)O | 4 | i | i | i | -5 | i | -4 | i | i | i | i
Cc1ncsc1C(=O)O | -4 | i | i | i | -4 | i | -10 | i | i | i | i
CCc1cc2ccc(C)cc2nc1SCC(=O)Nc1cc(OC)c(OC)cc1C(=O)O | 22 | i | i | i | -1 | i | -10 | i | i | i | i
COc1ccc(S(=O)(=O)N2CCN(c3ncccn3)CC2)cc1[N+](=O)[O-] | -11 | i | i | i | 0 | i | -8 | i | i | i | i
COc1cc2ccccc2cc1C(=O)Nc1cc(C)ccn1 | -7 | i | i | i | -4 | i | -9 | i | i | i | i
Fc1ccccc1N1CCN(CC2CCCCC2)CC1 | 3 | i | i | i | 4 | i | -10 | i | i | i | i
Clc1ccc2c(c1)c1ccccc1n2CN1CCOCC1 | -7 | i | i | i | 6 | i | -8 | i | i | i | i
COc1cc(CCC(=O)Oc2ccc(C(C)=O)cc2)cc(OC)c1OC | -3 | i | i | i | . | i | -5 | i | i | i | i
CCc1ccc(CN2CCC(C(=O)Nc3ccc(-n4nc(C)cc4C)cc3)CC2)o1 | 0 | i | i | i | -5 | i | -9 | i | i | i | i
CC(C)c1ccc(C2=C(O)c3ccccc3C(=O)C2=O)cc1 | 11 | i | i | i | 2 | i | 4 | i | i | 25* | i
COc1cc(NC(=O)CN2C(=O)C(c3ccccc3)=NC23CCCCCC3)cc(OC)c1 | -1 | i | i | i | -2 | i | -7 | i | i | i | i
Cc1ccc(-c2cn3cccnc3n2)cc1NC(=O)c1cccs1 | -2 | i | i | i | -140 | i | -13 | i | i | i | i
CCOC(=O)N1CCC(N(CCN(C)C)C(=S)Nc2ccccc2Cl)CC1 | 2 | i | i | i | -4 | i | -12 | i | i | i | i
Cc1cc(=O)c(C(=O)OC(C)C(=O)NC(N)=O)nn1-c1ccc(Cl)cc1 (configuration not stated) | 2 | i | i | i | 1 | i | -5 | i | i | i | i
CN(CCN1CCOCC1)Cc1nc(-c2ccccc2)no1 | 7 | i | i | i | -3 | i | -13 | i | i | i | i
O=C1NC[C@@H](Cc2cccc3ccccc23)N(CC2(c3ccccc3)CC2)C1=O | 7 | i | i | i | 8 | i | -12 | i | i | i | i
CC(C)(C)c1ccc(-c2n[nH]c(=S)n2-c2ccccc2)cc1 | 1 | i | i | i | -2 | i | -3 | i | i | i | i
COCc1cc(C)nc(SCC[N+](C)(C)CC(=O)Nc2ccccc2)c1C#N | -1 | i | i | i | 2 | i | -18 | i | i | i | i
Cc1cccc(Cn2c(N3CCN(C)CC3)nc3c2c(=O)n(C)c(=O)n3C)c1 | -1 | i | i | i | 1 | i | -4 | i | i | i | i
CCN(Cc1ccccc1)C(=O)c1oc2ccc(C)cc2c1C | 24 | i | i | i | 13 | i | 5.0* | i | i | i | i
CCOC(=O)N1CCN(C(=O)/C(=C\c2cccs2)NC(=O)c2cccs2)CC1 | -8 | i | i | i | 1 | i | -8 | i | i | i | i
Cc1nnc(SCC(=O)N2CCN(S(=O)(=O)c3ccccc3)CC2)s1 | 2 | i | i | i | 0 | i | 1 | i | i | i | i

Other compounds follow:
SMILES | SKKanGAS inh | RGS4 block | KCNQ1 inh | KCNK9 block | HDAC3 inh | KCNQ1 act | hERG rescue | ANO1 activ | KCNK3 block | ANO1 block | RGS4 pot
CCc1noc(C)c1C(=O)Nc1nc(-c2ccc(NC(C)=O)cc2)cs1 | -1 | i | i | i | -1 | i | -30 | i | i | i | i
COc1ccc(N(C(=O)Cn2nnc3ccccc32)C(C(=O)NCc2ccco2)c2ccc(C)o2)cc1 (configuration not stated) | 0 | i | i | i | -7 | i | -4 | i | i | i | i
Cn1c(C(=O)NCc2cccs2)cc2c(=O)n(C)c3ccccc3c21 | -10 | i | i | i | -5 | i | -7 | i | i | i | i
COc1ccc(-n2cnnc2SCc2ncc(-c3ccccc3)o2)cc1 | -6 | i | i | i | 8 | i | -18 | i | i | i | i
CCOc1ccc(Cc2nnc(N)s2)cc1OCC | -5 | i | i | i | -2 | i | -3 | i | i | i | i
COc1ccccc1NC(=O)N1CCC(c2nnc(SCC(N)=O)n2C)CC1 | 0 | i | i | i | 1 | i | -1 | i | i | i | i
O=C(Cc1ccc([N+](=O)[O-])cc1)Nc1ccc2c(c1)CCC2 | 1 | i | i | i | -8 | i | -4 | i | i | i | i

Exported with values under each structure: 6 of the compounds above
Fields – SKKanGAS inh | RGS4 block | KCNQ1 inh | KCNK9 block | HDAC3 inh | KCNQ1 act | hERG rescue | ANO1 activ | KCNK3 block | ANO1 block | RGS4 pot
CCOc1ccc(Cc2nnc(N)s2)cc1OCC
  -5 | i | i | i | -2 | i | -3 | i | i | i | i
Cn1c(C(=O)NCc2cccs2)cc2c(=O)n(C)c3ccccc3c21
  -10 | i | i | i | -5 | i | -7 | i | i | i | i
COc1ccc(N(C(=O)Cn2nnc3ccccc32)C(C(=O)NCc2ccco2)c2ccc(C)o2)cc1 (configuration not stated)
  0 | i | i | i | -7 | i | -4 | i | i | i | i
O=C(Cc1ccc([N+](=O)[O-])cc1)Nc1ccc2c(c1)CCC2
  1 | i | i | i | -8 | i | -4 | i | i | i | i
COc1ccc(-n2cnnc2SCc2ncc(-c3ccccc3)o2)cc1
  -6 | i | i | i | 8 | i | -18 | i | i | i | i
CCc1noc(C)c1C(=O)Nc1nc(-c2ccc(NC(C)=O)cc2)cs1
  -1 | i | i | i | -1 | i | -30 | i | i | i | i
